PfM18AAP inh – PfM18AAP enzyme inhibition; recombinant PfM18AAP, H-Glu-NHMec fluorogenic cleavage; inhibition, % at 7.35 µM; 290,000 tested, 1.2% active;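 active = inhibition above the campaign mean inhibition over all tested compounds plus 3 SD, cut at about 28% in these data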;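 also: 0% = plate median of test compound wells and 100% = 2 mM ZnCl2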
OXTR ag – agonists of human oxytocin receptor | P30559 | CHO-OTR cells, Fluo-8 calcium fluorescence; normalized: DMSO 0%, oxytocin 100% | activation, % at 3 µM | 320,000 tested, 0.32% active | AID 2435;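 active = activation above the mean of all tested compounds plus 3 SD, cutoff set per screening run, cut at about 20% in these data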;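 also: peak over basal fluorescence ratio from a 100 s FLIPR kinetic read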
NALP1 yeast inh – NALP1 inhibition. 280,000 tested, 0.61% active. AID 2071. S. cerevisiae NALP1/ASC/caspase-1 growth, X-gal OD620, 72 h. inhibition, % at 10 µM; in the data active = inhibition mostly above about 24%, no sharp cut-off; inactive = mostly below about 32%; also: some compounds called inactive have numbers as strong as hits
MEKK2 mut-MEK5 – signal of MEK5 binding to mutant human MEKK2 PB1 domain; bead flow cytometry, Alexa488-MEK5 binding to MEKK2 mutant; percent response, % at 10 µM; 290,000 tested, 0.35% active; AID 1530; in the data active = percent response above about 24%, passing the limit was not always enough; also: inactives centre near 1; some results filed as inactive read as strong as hits
MEKK2 WT-MEK5 – raises or lowers MEK5 binding to wildtype human MEKK2 PB1 domain | bead flow cytometry, Alexa488-MEK5 binding to MEKK2 WT; actives lie on both sides | 290,000 tested, 1.1% active | binding response (% of control), % at 10 µM | Q9Y2U5; in the data active = binding response below about 67% or above about 130%
GPR7 antagonist – antagonists of human GPR7 (neuropeptides B/W receptor 1); P48145; GPR7-expressing cells, fluorescence antagonist assay; inhibition, % at 4.4 µM; 290,000 tested, 1.1% active; in the data active = inhibition above about 16%, passing the limit was not always enough;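 also: cells stimulated with the agonist NPW; 0% = agonist with vehicle and 100% = vehicle without agonist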
Target sequence (P48145 whole entry, looked up): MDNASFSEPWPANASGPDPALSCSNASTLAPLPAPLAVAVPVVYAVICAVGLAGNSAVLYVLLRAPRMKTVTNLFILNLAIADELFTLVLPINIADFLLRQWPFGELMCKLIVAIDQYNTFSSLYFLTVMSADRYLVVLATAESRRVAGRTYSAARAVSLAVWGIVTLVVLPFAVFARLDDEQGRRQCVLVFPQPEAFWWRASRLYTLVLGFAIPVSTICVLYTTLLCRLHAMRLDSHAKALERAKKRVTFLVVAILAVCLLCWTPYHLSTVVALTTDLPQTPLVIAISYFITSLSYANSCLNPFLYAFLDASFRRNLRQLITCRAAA
GalR3 antagonist – human GalR3 antagonism; 360,000 tested, 0.44% active; HEK293 GalR3-CNG cAMP membrane potential fluorescence; galR3 body fused to GalR1 C-terminus; inhibition, % at 3 µM; O60755;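 active = inhibition above the screen-wide average plus 3 SD, cut at about 13% in these data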;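 also: forskolin and galanin both at EC90 stimulate the cells; cAMP rise reported by CNG channel membrane potential dye signal; 0% = forskolin plus galanin with DMSO and 100% = forskolin alone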
Target sequence (O60755 1-299 limits assumed): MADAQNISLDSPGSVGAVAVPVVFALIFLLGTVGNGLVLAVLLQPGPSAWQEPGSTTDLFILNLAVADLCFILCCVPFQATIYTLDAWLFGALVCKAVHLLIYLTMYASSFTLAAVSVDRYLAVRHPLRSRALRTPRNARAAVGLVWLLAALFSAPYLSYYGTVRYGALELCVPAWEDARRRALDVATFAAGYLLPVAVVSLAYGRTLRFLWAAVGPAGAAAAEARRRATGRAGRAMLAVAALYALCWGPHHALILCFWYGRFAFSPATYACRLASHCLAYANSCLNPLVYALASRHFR
OXTR potentiator – human OXTR potentiation. AID 2445. activation, % at 3 µM. CHO-OTR cells, Fluo-8 calcium fluorescence, potentiator mode; 0% = oxytocin EC15, 100% = EC100. P30559. 320,000 tested, 0.061% active;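 active = activation above that plate's cutoff, the mean activation of tested compounds plus 3 SD, cut at about 6.6% in these data, passing the limit was not always enough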;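 also: 100% uses oxytocin at 75 nM as the full agonist control; some results filed as inactive read as strong as hits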
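Measured by – Fluo-8 calcium dye fluorescence · Test system – human OTR in CHO cells · Dosing – one concentration, 3.0 µM compound · Controls – EC15 oxytocin alone as 0%, 75 nM oxytocin as 100% · Evaluation – normalized max/min fluorescence ratio, % activation · Timing – 6 min pre-incubation, 100 s read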
V1R ag counter – activates human V1a receptor in oxytocin agonist counter-screen | P37288 | CHO-V1R cells, Fluo-8 calcium fluorescence, agonist mode; 0% DMSO, 100% 3 nM vasopressin | activation, % at 3 µM | 320,000 tested, 0.25% active | AID 2797;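 active = activation above the mean activation of all tested compounds plus 3 SD, per screening run, cut at about 20% in these data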;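 also: signal is peak over basal fluorescence ratio across a 100 second FLIPR read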
Target sequence (P37288 whole entry, looked up): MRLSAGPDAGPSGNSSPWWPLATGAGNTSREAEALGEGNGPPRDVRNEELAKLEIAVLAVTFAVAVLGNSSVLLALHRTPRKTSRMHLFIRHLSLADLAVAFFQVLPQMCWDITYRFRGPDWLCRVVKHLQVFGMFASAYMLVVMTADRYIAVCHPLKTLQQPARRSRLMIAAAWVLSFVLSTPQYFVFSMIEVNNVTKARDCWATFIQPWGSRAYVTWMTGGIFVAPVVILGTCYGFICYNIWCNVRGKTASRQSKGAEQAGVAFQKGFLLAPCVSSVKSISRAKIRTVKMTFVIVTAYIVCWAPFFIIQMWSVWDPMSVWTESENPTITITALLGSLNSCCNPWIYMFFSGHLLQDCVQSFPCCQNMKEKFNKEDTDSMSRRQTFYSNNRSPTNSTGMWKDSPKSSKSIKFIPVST
* = called active by the depositor; nt = not tested or not shown; [ ] = another dose, or the depositor's remark.

SMILES	PfM18AAP inh	OXTR ag	NALP1 yeast inh	MEKK2 mut-MEK5	MEKK2 WT-MEK5	GPR7 antagonist	GalR3 antagonist	OXTR potentiator	V1R ag counter
CC1=CC(C)(C)NC(=S)N1c1ccc(C)cc1C	-9	2.9	-4	-13	62	4	-4	0	1.3
CC(C)(c1ccccc1)c1ccc(OCCn2cnc3ccccc3c2=O)cc1	-2	3.1	9	4	113	-7	-6	-9	2.6
CCN(Cc1ccccc1)S(=O)(=O)c1ccc2c(c1)NC(=O)CC(=O)N2	-15	2.0	10	-7	96	-1	-8	0	0.8
O=C(Nc1ccc(-c2nc3ccccc3o2)c(O)c1)c1cc(-n2cnnc2)ccc1Cl	1	2.4	-2	-4	86	-5	-3	-6	1.6
CNC(=O)NC(=O)CSc1nnc(-c2ccco2)n1-c1ccccc1	-12	nt	2	5	107	-10	-7	nt	nt
Cc1nc2scc(-c3cccs3)c2c(=O)[nH]1	4	-0.3	12	-3	97	-9	-7	3	-0.9
CC1=C(C(=O)N2CCOCC2)C(c2ccc(OC(F)F)cc2)NC(=S)N1c1ccccc1 (stereo unspecified)	1	-1.4	6	1	100	-9	-1	-16	-0.3
O=C(c1noc2c1CCc1ccccc1-2)N1CCCc2ccccc21	0	-0.5	-5	-4	93	-12	-1	-11	-1.6
CCOc1ccc(NC(=S)Nc2cc(OC)c(Cl)cc2OC)cc1	8	-0.8	26	0	97	-4	-1	-5	0.4
CCOc1cc(/C=C2/SC(=S)N(C)C2=O)ccc1Oc1ccc([N+](=O)[O-])cc1[N+](=O)[O-]	-8	1.1	18	-10	86	-15	nt	-2	0.5
CN1C2C=C3C(C#N)=C(N)C(C#N)(C#N)[C@H](c4c(F)cccc4F)[C@H]3C1CC2 (stereo partly specified)	3	0.7	18	4	99	4	-5	-1	1.4
O=C(O)C1C2CCC(O2)C1C(=O)Nc1cccc(F)c1 (stereo unspecified)	-2	0.3	9	2	100	-10	nt	-3	2.2
C/C(Cn1nc([N+](=O)[O-])cc1C)=N\NC(=O)c1cccc(Br)c1	4	0.0	9	4	100	12	3	-2	-0.5
Cc1cc(C2C(=O)CC(=O)CC2c2ccccc2)on1 (stereo unspecified)	7	0.8	22	7	106	4	-2	-8	0.8
COc1ccc(CCn2c(C)nc3c(c(=O)c4ccccc4n3C)c2=O)cc1	3	0.1	22	1	103	-6	-7	-13	2.4
O=S(=O)(c1ccccc1)N1CC=C(c2ccccc2)CC1	-4	-0.8	16	-10	91	1	-3	-8	-0.5
COc1ccc(C(=O)NCc2cc3ccccc3n2C)cc1	-3	-0.8	16	1	100	21	-6	-6	-0.3
C/C(=N\NC(=O)C1CCCN(S(=O)(=O)c2ccccc2)C1)c1ccccn1 (stereo unspecified)	1	1.5	18	nt	nt	-5	-4	-8	-0.3
COc1cccc(/C=C/C(=O)OCC(=O)N2CCCc3ccccc32)c1	nt	-1.7	nt	nt	nt	nt	-3	-10	-1.0
COCCN1Cc2cccc(C(=O)Nc3cccc(-c4nc5ccccc5[nH]4)c3)c2C1=O	7	-0.7	nt	-6	89	11	0	-6	0.0
Cc1ccc(NC(=O)C2CCCN(C(=O)NCc3ccccc3)C2)c(C)c1 (stereo unspecified)	4	-2.6	10	3	103	-2	-1	8	-0.5
COc1cccc(C(C(=O)NC(C)(C)C)N(C(=O)CCC(=O)Nc2cc(C)on2)C(C)C)c1OC (stereo unspecified)	-11	-2.1	6	2	103	-2	-3	-11	0.0
CN1CCN(C2=CC(=O)OC23CCCCC3)CC1	-4	3.1	8	4	107	-6	4	-5	7.9
Cc1ccccc1CC1(CO)CCCN(C(=O)CCC(=O)c2ccccc2)C1 (stereo unspecified)	3	5.0	5	6	102	-18	-6	-7	6.1
O=C(N/N=C/c1cccnc1)C1CCCCC1	3	1.4	17	-2	94	-11	-4	-4	0.6
N=C1/C(=C\c2ccc(OC(=O)c3ccc(F)cc3)cc2)C(=O)N=C2SC(N3CCOCC3)=NN12	2	-1.2	15	-2	95	16	-6	-1	-0.4
CN1C(=O)c2oc3ccccc3c(=O)c2C1c1ccncc1 (stereo unspecified)	nt	0.0	7	7	103	nt	nt	-9	0.0
CCOc1ccc(NC(=O)CSc2nc(=O)n(Cc3ccccn3)c3c2CCC3)cc1	nt	-2.4	nt	nt	nt	nt	-3	3	-1.4
C/C(=N\N1C(=O)c2ccccc2NC1c1ccco1)c1ccccc1O (stereo unspecified)	2	-1.3	9	0	100	-17	-8	-13	-0.8
COc1cc(/C=C2\SC(=S)N(Nc3ncc(C(F)(F)F)cc3Cl)C2=O)ccc1O	23	24*	-3	-6	62*[inhibitor]	11	-12	-15	39*
O=S(=O)(Cc1ccccc1)Nc1ccccc1	-1	1.2	-2	-1	101	2	-8	-17	0.1
CCCCCCOc1ccc(N2C(=O)CC(N3CCN(CCN=CC4C(=O)CC(C)(C)CC4=O)CC3)C2=O)cc1 (stereo unspecified)	-1	0.7	41	-2	95	-14	-5	-2	1.0
CC(=O)c1c(C)[nH]c(C(=O)CN(C)CC(=O)Nc2ccccc2Cl)c1C	nt	8.6	nt	nt	nt	nt	-8	-10	12
CC(=O)N1CCc2cc(S(=O)(=O)CCC(=O)N(C)Cc3ccco3)ccc21	0	-1.0	-5	5	99	-3	-7	-9	0.5
CCc1nn(-c2ccccc2)c(=S)c2ccccc12	-4	-1.9	16	-1	94	-18	0	-6	-1.1
CCN(CC(=O)NCc1cccs1)C(=O)c1ccc(S(=O)(=O)Nc2cccc(C)c2C)cc1	0	0.8	11	6	104	-8	-2	-5	3.8
CC(=O)Nc1ccc2c(c1)C(=O)N(C1CCCCC1)C2=O	5	1.2	3	12	109	-15	-1	-10	0.8
COc1ccc(NC(=S)N2CCN(c3ncccn3)CC2)cc1	0	-0.7	-1	0	96	-9	-3	-9	0.9
COc1cccc(/C=N/NC(=O)c2cc3cc([N+](=O)[O-])ccc3s2)c1O	-11	0.2	2	-3	84	-12	-2	-9	0.2
O=C(NCc1ccccc1)NCC12CC3CC(CC(C3)C1)C2	2	-0.7	4	-19	77	-12	-6	-7	-1.0
COc1ccc(OC)c2c(C)cc(N3CCCCCC3)nc12	7	nt	28	7	103	-7	-11	nt	nt
COc1ccc(C)cc1NC(=O)NNC(=O)C(C)Oc1ccc([N+](=O)[O-])cc1 (stereo unspecified)	3	0.2	10	9	114	-3	0	-6	2.8
Cc1cc(C)n2nc(C(=O)OCC(=O)N(C)Cc3ccccc3)nc2n1	nt	0.5	nt	nt	nt	nt	1	-10	2.2
CCSc1nnc(-c2cc(Br)ccc2NC(C)=O)c(=O)[nH]1	0	-0.1	nt	0	103	-4	-2	6	-1.0
Cc1cc(C)n(-c2nc3c(c(=O)n(C)c(=O)n3C)n2CCO)n1	5	0.8	10	6	102	-20	-2	2	0.5
CCN1C(=O)[C@@H]2[C@H](C1=O)[C@@H]1C(=O)Nc3ccccc3C(=O)N1[C@@H]2c1cccc(OC)c1	nt	-0.2	nt	nt	nt	nt	-5	-1	0.8
COc1ccc(CCNC(=O)c2ccc(OCC(=O)N3CCOCC3)c(OC)c2)cc1OC	1	1.1	30*	2	97	8	-4	-3	0.0
COc1cccc(NC(=O)CN2CCN(S(=O)(=O)c3ccc(F)cc3)CC2)c1	9	0.1	0	2	102	5	0	-6	0.6
O=C(CCCn1c(=O)c2sccc2n(CC(=O)NCC2CCCO2)c1=O)NCc1ccco1 (stereo unspecified)	-1	1.3	3	-7	94	-2	7	7	2.2
COc1ccc(OCC(=O)N(C)CC2COc3ccccc3O2)cc1 (stereo unspecified)	nt	-0.5	nt	nt	nt	nt	-8	-3	0.2
(list continues)
SMILES	PfM18AAP inh	OXTR ag	NALP1 yeast inh	MEKK2 mut-MEK5	MEKK2 WT-MEK5	GPR7 antagonist	GalR3 antagonist	OXTR potentiator	V1R ag counter
CCOC(=O)C1C(=O)OC(C)(C)C1C(C)C(=O)c1ccc(OC)cc1 (stereo unspecified)	-6	-0.2	12	0	101	-7	-5	1	0.1
CN1CCC(=O)N([C@H](CN=[N+]=[N-])c2ccccc2)CC1	6	0.3	18	0	106	-10	7	-10	0.6
CCc1nnc(NC(=O)CSc2nnc(Cc3ccccc3)n2-c2ccc(OC)cc2)s1	3	-0.8	10	-2	90	-5	-3	-13	-0.7
COc1cccc(C(C(=O)NC2CCCCC2)N(C(=O)c2cccs2)c2ccc3c(c2)OCO3)c1 (stereo unspecified)	-11	-1.5	19	2	100	1	-1	-10	0.1
CC(Sc1nnc(C2CC2)n1C1CC1)C(=O)N(C)C1(C#N)CCCCC1 (stereo unspecified)	nt	0.6	nt	nt	nt	nt	4	-5	1.1
COCCn1c(=NC(=O)C(C)(C)C)sc2cc([N+](=O)[O-])ccc21	9	-0.6	18	-1	95	-8	-6	-5	0.3
O=C(Cc1c(C(=O)O)[nH]c2ccc(Cl)cc12)Nc1ccc2c(c1)OCCO2	-8	-1.6	8	18	109	-11	1	-11	-0.6
Cc1ccc(C2(C)NC(=O)N(Cc3c(C)noc3C)C2=O)cc1 (stereo unspecified)	-14	3.4	19*	0	98	0	-4	-13	2.8
COC(=O)Nc1ccc(S(=O)(=O)n2cnc3ccccc32)cc1	-7	1.3	4	7	103	-4	-6	0	0.3
Cc1ccc(CNC(=O)c2cc(-c3ccccc3C)n(CC3CC(c4cccc([N+](=O)[O-])c4)=NO3)n2)cc1 (stereo unspecified)	nt	-0.5	nt	nt	nt	nt	-1	-19	1.2

Structures listed so far with a cyano group (2):
SMILES	PfM18AAP inh	OXTR ag	NALP1 yeast inh	MEKK2 mut-MEK5	MEKK2 WT-MEK5	GPR7 antagonist	GalR3 antagonist	OXTR potentiator	V1R ag counter
CN1C2C=C3C(C#N)=C(N)C(C#N)(C#N)[C@H](c4c(F)cccc4F)[C@H]3C1CC2 (stereo partly specified)	3	0.7	18	4	99	4	-5	-1	1.4
CC(Sc1nnc(C2CC2)n1C1CC1)C(=O)N(C)C1(C#N)CCCCC1 (stereo unspecified)	nt	0.6	nt	nt	nt	nt	4	-5	1.1

(next part)
SMILES	PfM18AAP inh	OXTR ag	NALP1 yeast inh	MEKK2 mut-MEK5	MEKK2 WT-MEK5	GPR7 antagonist	GalR3 antagonist	OXTR potentiator	V1R ag counter
Cc1ccc(C(=O)NNC(=O)CCC(=O)Nc2cc(C)on2)cc1	2	0.6	16	12	102	-2	7	-5	0.2
CC1S/C(=N/N=C/c2ccco2)NC1=O (stereo unspecified)	13	-0.4	-9	-3	100	-6	-2	-2	1.0
O=C(CCSc1ccccc1Cl)NNC(=O)c1ccncc1	nt	0.8	nt	nt	nt	nt	0	1	0.1
CSc1nc2c(cc1C#N)C(=O)CC(C)(C)C2	1	-2.2	-3	0	96	-12	7	-6	-0.2
COc1ccccc1N1CCN(/N=C/c2c(C)nn(-c3ccccc3)c2C)CC1	9	-1.8	42	4	103	-9	-7	-4	-0.3
O=C(Cc1cccc2ccccc12)NCCC1=CCCCC1	3	-2.0	27	-3	96	-3	-3	-4	-0.7
CSc1nnc(-c2ccccc2)n1N	0	nt	7	0	97	1	0	nt	nt
COc1cc(OC)c(C2=NOC(C(=O)Nc3cc(C)nn3-c3ccccc3)C2)cc1Cl (stereo unspecified)	3	4.2	13	4	103	-8	-3	-5	1.9
CCCCOC(=O)Nc1ccc(S(=O)(=O)Nc2ccc([N+](=O)[O-])cc2)cc1	5	-0.1	4	-2	97	-8	7	-7	1.7

Screening data: PubChem BioAssay, several laboratories
